USP2a block: qHTS Assay for Inhibitors of Ubiquitin-specific Protease USP2a Using CHOP2 as the Reporter; actives 0.01% (n = 330,000); AID 463254, 2010; USP2 core, Ub-CHOP2 coupled fluorogenic reporter, 485/531; Potency, µM (titrated, usually from 38.3 µM), for the others: at the top dose activity change, negative = inhibition, most hits filed as inhibitors; Ubiquitin carboxyl-terminal hydrolase 2 (Homo sapiens), O75604;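 note: potency is the fitted concentration of half-maximal effect; plate controls were DMSO wells for no effect and full inhibition by NEM control for full effect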
Target sequence (O75604 whole entry, looked up): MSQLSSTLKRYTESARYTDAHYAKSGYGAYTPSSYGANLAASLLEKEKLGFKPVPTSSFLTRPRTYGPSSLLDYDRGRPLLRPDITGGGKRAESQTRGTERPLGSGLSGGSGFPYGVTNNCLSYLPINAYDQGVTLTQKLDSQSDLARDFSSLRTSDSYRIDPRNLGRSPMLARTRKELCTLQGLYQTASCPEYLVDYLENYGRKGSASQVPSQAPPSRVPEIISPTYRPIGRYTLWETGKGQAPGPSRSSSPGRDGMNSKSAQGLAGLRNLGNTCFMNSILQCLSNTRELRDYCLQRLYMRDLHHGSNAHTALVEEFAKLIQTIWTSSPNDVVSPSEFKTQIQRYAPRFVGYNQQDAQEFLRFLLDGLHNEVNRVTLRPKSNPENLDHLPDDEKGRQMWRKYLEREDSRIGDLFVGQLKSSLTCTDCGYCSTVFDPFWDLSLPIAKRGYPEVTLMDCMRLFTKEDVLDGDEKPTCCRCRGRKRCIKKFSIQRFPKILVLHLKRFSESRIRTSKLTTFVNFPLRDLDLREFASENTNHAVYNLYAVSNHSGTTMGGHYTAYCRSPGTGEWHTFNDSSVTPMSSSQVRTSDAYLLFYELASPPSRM
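USP2 core (10nM final) preincubated 30min RT with compound in 20mM Tris-HCl pH 8.0, 2mM CaCl2, 2mM beta-mercaptoethanol, 0.05% CHAPS; 25nM Ub-CHOP2 plus 25nM reporter substrate added, fluorescence (Ex485/Em531) read after 60min.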
Menin-MLL TR inh: qHTS Assay for Inhibitors Targeting the Menin-MLL Interaction in MLL Related Leukemias: Competition With Texas Red Labeled MLL-derived Mutant Peptide. O00255. Menin + Texas Red MLL mutant peptide, fluorescence polarization. Potency, µM (top dose mostly 61.6 µM), for the others: at the top dose FP activity change, negative = inhibition, actives largely listed as inhibitors. actives 0.23% (n = 270,000). AID 1768, 2009; active = well fitted inhibition curve with a large enough effect in the polarisation, with a control signal flat, not every such curve was filed as active; inconclusive = small, poorly fitted or top-dose-only effect, or effect the other way, or a change in a side signal; inactive = no such curve, though single readings can be large or run the other way; the % refers to the polarisation; note: potency is the fitted concentration of half-maximal effect; % of control where 0% means no effect; many of its hits are not listed in these tables
hERG WT inh: qHTS for Inhibitors of KCHN2 3.1: Wildtype qHTS; Voltage-gated inwardly rectifying potassium channel KCNH2 (Homo sapiens), Q12809; actives 0.37% (n = 340,000); activity change, % at 1.84 µM; U2OS, BacMam KCNH2, thallium flux FluxOr; hits give low values;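 active = maximum activity change below -70%; inconclusive = maximum activity change between -70% and -50%; inactive = maximum activity change above -50%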; note: % is set by controls: 0 for no effect and ±100 for the full control effect
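U2OS cells were transduced with wild-type KCNH2 virus (2.03 x 10^8 / mL) for 4 h at room temperature, then cultured overnight at 37 C. Thallium flux was read with FluxOr dye. Rate constants were normalized to DMSO controls.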
Eya2 phos inh: qHTS Assay for Inhibitors of the Phosphatase Activity of Eya2; actives 0.006% (n = 330,000); recombinant Eya2, OMFP fluorescence dephosphorylation (OMFP is methylfluorescein phosphate); Protein phosphatase EYA2 (Homo sapiens), O00167; Potency, µM (doses to about 76.9 µM), for inactives: at the top dose activity, negative = inhibition, most hits filed as inhibitors; note: potency is the fitted concentration of half-maximal effect; % is set by controls: 0 for no effect and ±100 for the full control effect
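Eya2 (0.2 uM) preincubated 10 min at ambient with compound, then OMFP substrate added at 50 uM; 10 min reaction in 50 mM HEPES pH 7.5, 50 mM NaCl, 5 uM MgCl2, 0.05% BSA, 1 mM DTT. Fluorescence read at Ex 485/Em 525 nm.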
PKM2 activator: qHTS Assay for Activators of Human Muscle isoform 2 Pyruvate Kinase | Pyruvate kinase PKM (Homo sapiens), P14618 | purified PKM2, Kinase-Glo ATP luminescence, activation; response scale: 0% is enzyme alone, no compound | Potency, µM (doses to about 57.5 µM), without a hit: at the top dose activation, most hits filed as activators | actives 0.34% (n = 260,000) | AID 1631, 2009; note: potency is the fitted concentration of half-maximal effect; % is set by controls: 0 for no effect and ±100 for the full control effect; nearly all actives have a fitted effect of over 55% in size
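ATP formation by purified human PK-M2, quantified via coupled luciferase luminescence after 1 h at room temperature with 0.1 mM ADP and 0.5 mM PEP final.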
S-ASM inh: Inhibitors of Secretory Acid Sphingomyelinase (S-ASM): qHTS | Potency, µM (series often up to 57.5 µM), without a hit: at the highest dose activity change, negative = inhibition, most hits filed as inhibitors | AID 504937, 2011 | Sphingomyelin phosphodiesterase (Homo sapiens), P17405 | actives 0.006% (n = 340,000) | placental ASM, HMU-PC fluorogenic substrate, 60 min; note: potency is the fitted concentration of half-maximal effect
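Fluorogenic HMU-PC substrate (9 uM final) is turned over by placental ASM in 60 min at 37 C after a 10 min compound preincubation. Reaction ended by alkaline stop (pH 10), with fluorescence read at 386/447 nm.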
MBNL1-CUG inh: qHTS Assay for Inhibitors of MBNL1-poly(CUG) RNA binding; Muscleblind-like protein 1 (Homo sapiens), Q9NR56; TR-FRET MBNL1-His/biotin-(CUG)12 binding, 665/545 ratio; Potency, µM (titrated, usually from 57.5 µM), for inactives: at the highest dose activity change, negative = inhibition, usual class: inhibitors; actives 0.036% (n = 280,000); AID 2675, 2010; active = well fitted inhibition curve with a large enough effect in the signal ratio, with a control signal flat, not every such curve was filed as active; inconclusive = small, poorly fitted or top-dose-only effect, or effect the other way, or a change in a side signal; inactive = no such curve, though single readings can be large or run the other way; the % refers to the signal ratio; note: potency is the fitted concentration of half-maximal effect; % is set by controls: 0 for no effect and ±100 for the full control effect
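MBNL1-His + Biotin-(CUG)12, cpd titration 92 nM–58 uM; Tb anti-His Ab 0.055 ng/ul, SA-XL665 5 nM (final); 60 min RT; ratiometric 665/545 nm, Ex 340 nm; normalized to buffer and full-complex controls.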
GALK inhibitor: qHTS Assay for Inhibitors of Human Galactokinase (GALK) | Purified GALK, Kinase-Glo residual ATP luminescence | Potency, µM (titrated, usually from 57.5 µM), without a hit: top-dose activity change, negative = inhibition, usual class: inhibitors | actives 0.007% (n = 270,000) | AID 1868, 2009; note: potency is the fitted concentration of half-maximal effect; % is set by controls: 0 for no effect and ±100 for the full control effect
Target sequence (P51570 whole entry, looked up): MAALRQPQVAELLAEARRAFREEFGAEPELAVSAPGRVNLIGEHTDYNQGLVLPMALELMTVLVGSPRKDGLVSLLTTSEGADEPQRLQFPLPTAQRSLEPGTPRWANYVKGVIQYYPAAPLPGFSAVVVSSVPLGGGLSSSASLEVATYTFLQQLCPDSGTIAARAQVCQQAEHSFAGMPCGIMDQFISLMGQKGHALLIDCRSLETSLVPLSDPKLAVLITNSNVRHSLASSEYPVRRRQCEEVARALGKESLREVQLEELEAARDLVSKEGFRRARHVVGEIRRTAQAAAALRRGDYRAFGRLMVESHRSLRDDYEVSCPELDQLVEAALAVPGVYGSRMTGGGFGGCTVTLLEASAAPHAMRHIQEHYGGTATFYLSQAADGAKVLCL
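Galactose (100 uM) and ATP (35 uM) were turned over by 5 nM GALK for 1 h at RT. Kinase-Glo Plus then converted the remaining ATP into a luminescent signal.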
TSHR antag: Antagonists of the Thyroid Stimulating Hormone Receptor: HTS campaign | actives 0.2% (n = 330,000) | activity change, negative = inhibition, % at 11.5 µM | TSHR-expressing cells, TSH-stimulated cAMP HTRF, 2 h; hits give low values | Thyrotropin receptor (Homo sapiens), P16473;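 active = activity change below a set negative limit, meaning inhibition stronger than a set level, cut at about -70% in these data; inconclusive = activity change between two set negative limits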; note: % is set by controls: 0 for no effect and ±100 for the full control effect
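Read-out is FRET at 665 nm (cryptate excitation 337 nm) from a cryptate-tagged anti-cAMP antibody, competed by cell cAMP against cAMP-d2. Compounds are tested on freshly harvested TSHR cells challenged with 4nM TSH (EC80) for 2 hours at 37 deg C.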
BCR signal inh: qHTS Assay to Find Inhibitors of Chronic Active B-Cell Receptor Signaling | ABC-DLBCL IkBa-CBG/CBR reporter, luminescence ratio, 4 h | Potency, µM (highest dose often 46.1 µM), without a hit: at the highest dose ratio change, negative = lower green/red ratio, actives largely listed as inhibitors | actives 0.05% (n = 340,000) | AID 493014, 2011; active = well fitted inhibition curve with a large enough effect in the signal ratio, with a control signal flat, not every such curve was filed as active; inconclusive = small, poorly fitted or top-dose-only effect, or effect the other way, or a change in a side signal; the % refers to the signal ratio;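 note: potency is the fitted concentration of half-maximal effect; plate controls were basal doxycycline-induced cells for no effect and cells given 10 µM MG132 for full effect; MG132 reads +100%, hits lower the ratio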
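Doxycycline induced both beetle luciferases in TMD8 lymphoma cells; IKK-driven degradation limits the IkappaBalpha-fused green signal, while red luminescence normalises for cell number and nonspecific effects. Compounds tested up to 46 uM, 4 hrs.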
Mito fusion yeast: qHTS Assay for Small Molecule Inhibitors of Mitochondrial Division or Activators of Mitochondrial Fusion; S. cerevisiae fusion-defective mutant growth rescue, CellTiterGlo 48 h; Potency, µM (doses to about 46.1 µM), without a hit: at the top dose growth rescue (activation), most hits filed as activators; actives 0.23% (n = 320,000); AID 485298, 2010;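 note: potency is the fitted concentration of half-maximal effect; % of control where 0% means no effect; nearly all actives have a fitted effect of over 45% in size; temperature-sensitive fusion mutants such as fzo1-1 at 37 °C on non-fermentable ethanol glycerol medium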
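Yeast fusion mutant, YPEG (non-fermentable carbon), compound, 48 h at 37C non-permissive; CellTiterGlo added, 10 min RT, luminescence read. Rescued growth = division inhibition.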
* hit, by the source's call; u = inconclusive; x = no result given; & = joins results of further samples; [ ] = dose if it differs, or a comment. Unless noted, calls come from the whole dose curve; as a rule, active = well fitted curve in the direction sought with a large enough effect; inconclusive = small, poorly fitted or top-dose-only effect, or another doubt; inactive = no such curve, though single readings can be large; an effect the other way counts as inactive or inconclusive. An excerpt. The share of hits here may be higher or lower than overall.

Values run as follows: USP2a block	Menin-MLL TR inh	hERG WT inh	Eya2 phos inh	PKM2 activator	S-ASM inh	MBNL1-CUG inh	GALK inhibitor	TSHR antag	BCR signal inh	Mito fusion yeast
- COCCN(C(=S)Nc1cc(C)cc(C)c1)C(C)c1ccco1 (stereo not drawn)
 : 2%	-9%	4	-8%	10%	1%	-4%	-1%	-2	1%	18%
- COc1cccc(OCc2cc(C(=O)NC(C)c3cnn(C)c3C)no2)c1 (stereo not drawn)
 : 2%	-1%	12	13%	x	1%	-1%	1%	6	u	-5%
- CCn1nc(C)c(CNC(=O)Nc2ccc3c(c2)OCO3)c1C
 : 1%	15%	4	5%	-3%	0%	-1%	4%	21	0%	7%
- CC(C)(C)NC(=O)c1ccc2nsnc2c1
 : 4%	-4%	5	3%	-10%	5%	u	2%	10	0%	-7%
- O=C(Nc1ccon1)c1ccc(OC2CCCC2)cc1
 : 7%	-7%	15	0%	-8%	3%	-9%	2%	-2	1%	15%
- Cc1cc(C)n(CC(=O)c2ccc(Cl)cc2)n1
 : -5%	3%	-14	9%	-3%	-3%	-16%	7%	-3	-24%	20%
- O=C(CCCN1C(=O)c2ccccc2C1=O)N1CCN(c2ccccn2)CC1
 : 2%	-21%	0	14%	-3%	8%	12%	0%	9	-1%	-3%
- O=C(NCCCN1CCOCC1)c1ccc(CSCc2cccc(Cl)c2)o1
 : -5%	-2%	18	-4%	-9%	1%	-4%	-2%	4	8%	8%
- Cc1ccc(CSc2nc3c(c(=O)[nH]2)CCC3)cc1
 : 0%	12%	-9	10%	-7%	-1%	-12%	1%	8	-18%	3%
- Cc1cccc(NC(=O)C2CCCN2/C=C/C(=O)C(F)(F)F)c1C (stereo not drawn)
 : 5%	-3%	-2	0%	1%	6%	-16%	0%	14	-3%	0%
- Cc1ccc(-c2nc(S(=O)(=O)c3ccc(C)cc3)c(SCC(N)=O)o2)cc1
 : 5%	1%	-1	-5%	-2%	-1%	21%	-8%	13	u	1%
- O=C(CSc1nc2c(sc3ccccc32)c(=O)n1-c1ccccc1)NCc1ccco1
 : -1%	13%	-6	2%	14%	-6%	-9%	0%	-8	u	8%
- COc1cccc(-c2sc3ccc(OC)cc3c2C#CC(C)(C)O)c1
 : -24%	x	-20	-16%	x	-11%	x	x	-3	u	u
- CN(C)S(=O)(=O)c1cc(NC(=O)c2cc(=O)[nH]c3ccccc23)ccc1Cl
 : -2%	7%	x	u	x	x	5%	10%	6	-6%	3%
- O=C(O)CCCC(=O)N1CCN(C(c2ccccc2)c2ccccc2)CC1
 : -1%	-25%	34	-9%	-11%	0%	-4%	2%	-5	-8%	-4%

Carrying on.
Values run as follows: USP2a block	Menin-MLL TR inh	hERG WT inh	Eya2 phos inh	PKM2 activator	S-ASM inh	MBNL1-CUG inh	GALK inhibitor	TSHR antag	BCR signal inh	Mito fusion yeast
- O=C(CCC1CC(=O)Nc2ccccc21)NCc1cccnc1 (stereo not drawn)
 : 0%	-1%	-4	5%	-1%	1%	-20%	x	13	0%	3%
- OCCN1CCOCCOCCN(CCO)CCN(CCO)CC1
 : 3%	-4%	2	6%	-4%	3%	-8%	-1%	-9	6%	-1%
- O=C1C=CN(Cc2ccccc2)C(c2ccccc2)C1 (stereo not drawn)
 : 2%	x	-9	16%	x	0%	x	x	1	-1%	x
- COc1ccc(N2CCN(C(=O)COC(=O)c3ccco3)CC2)cc1
 : 1%	x	-8	-1%	-4%	-2%	-3%	5%	-4	5%	1%
- CC(=O)N1c2ccc(S(=O)(=O)N3CCCCC3)cc2CC1C(=O)NCc1ccccc1C (stereo not drawn)
 : 1%	x	-22	1%	x	-1%	-4%	-8%	10	7%	-2%
- O=c1[nH]c(CN2CCCCC2)nc2ccccc12
 : 2%	-4%	12	8%	-8%	0%	-9%	-1%	6	u	-2%
- C/C(CC(=O)NC1CCCCC1)=N\NC(=O)Cc1ccc(-c2ccccc2)cc1
 : 0%	-1%	-8	-17%	0%	0%	-10%	-2%	-25	u	12%
- Cc1cc(C)c(NC(=O)CS(=O)CC(=O)Nc2cccnc2)c(C)c1 (stereo not drawn)
 : 3%	-6%	-3	12%	-4%	4%	12%	3%	8	3%	3%
- CC1CC(=O)NN=C1c1cccs1 (stereo not drawn)
 : 0%	x	-6	20%	2%	-2%	-4%	-3%	16	-1%	1%
- CC(=O)Oc1ccc(C(=O)Nc2ccc3c(c2)OCCO3)cc1
 : 1%	30%[activator]	9	5%	-41%	-1%	-11%	6%	-6	u	-6%
- O=C(O)c1c2c(nc3ccccc13)/C(=C/c1ccccc1[N+](=O)[O-])CCC2
 : 0%	22%	11	4%	-2%	7%	u	3%	8	u	2%
- CCCCN(C(=O)C(CCSC)N1C(=O)c2ccccc2C1=O)c1c(N)n(CCC)c(=O)[nH]c1=O (stereo not drawn)
 : 4%	x	-1	32%	x	9%	x	x	10	5%	0%
- COc1cccc(N2CCN(C(=O)c3ccc(CS(=O)c4ccc(C)cc4)o3)CC2)c1 (stereo not drawn)
 : 6%	x	8	-3%	x	12%	56%[activator]	-9%	16	u	-1%
- Cc1csc(CNc2ncnc3ccc(-c4ccccc4Cl)cc23)c1
 : -1%&-3%	x	x	7%&-23%	x	u	x	x	-13&-23	u	24%
- Cc1ccccc1NC(=O)C(C)OC(=O)C1CC(=O)N(Cc2ccco2)C1 (stereo not drawn)
 : 2%	x	-3	-5%	x	8%	x	x	-30	0%	-3%
- Cc1ccnc(NC(=O)CCC(=O)N(CC(=O)NCCc2ccccc2)c2ccccc2F)c1
 : 0%	x	-20	18%	x	-2%	-2%	4%	4	u	7%
- COc1ccc(C(=O)Oc2ccc3c(c2)OCO3)cc1OC
 : 0%	12%	-10	4%	12%	0%	-19%	4%	-5	u	-1%

Pulled by structure from the list above:
Values run as follows: USP2a block	Menin-MLL TR inh	hERG WT inh	Eya2 phos inh	PKM2 activator	S-ASM inh	MBNL1-CUG inh	GALK inhibitor	TSHR antag	BCR signal inh	Mito fusion yeast
- COc1cccc(N2CCN(C(=O)c3ccc(CS(=O)c4ccc(C)cc4)o3)CC2)c1 (stereo not drawn)
 : 6%	x	8	-3%	x	12%	56%[activator]	-9%	16	u	-1%
- Cc1cc(C)c(NC(=O)CS(=O)CC(=O)Nc2cccnc2)c(C)c1 (stereo not drawn)
 : 3%	-6%	-3	12%	-4%	4%	12%	3%	8	3%	3%
- O=C(O)c1c2c(nc3ccccc13)/C(=C/c1ccccc1[N+](=O)[O-])CCC2
 : 0%	22%	11	4%	-2%	7%	u	3%	8	u	2%

Bioassay records: PubChem BioAssay, National Center for Advancing Translational Sciences (NCATS)
